TRPC6 activator: activators of mouse TRPC6 channel | actives 0.13% (n = 310,000) | B-score at 10 µM | HEK293-TRPC6 membrane potential dye fluorescence; hits give high values | AID 2550 | Q61143;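 active means B-score of the integrated fluorescence ratio above library mean plus 3 SD, and starting fluorescence ratio within library mean plus 5 SD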;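 further: higher score means more depolarization so channel activation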
Target sequence (Q61143 whole entry, looked up): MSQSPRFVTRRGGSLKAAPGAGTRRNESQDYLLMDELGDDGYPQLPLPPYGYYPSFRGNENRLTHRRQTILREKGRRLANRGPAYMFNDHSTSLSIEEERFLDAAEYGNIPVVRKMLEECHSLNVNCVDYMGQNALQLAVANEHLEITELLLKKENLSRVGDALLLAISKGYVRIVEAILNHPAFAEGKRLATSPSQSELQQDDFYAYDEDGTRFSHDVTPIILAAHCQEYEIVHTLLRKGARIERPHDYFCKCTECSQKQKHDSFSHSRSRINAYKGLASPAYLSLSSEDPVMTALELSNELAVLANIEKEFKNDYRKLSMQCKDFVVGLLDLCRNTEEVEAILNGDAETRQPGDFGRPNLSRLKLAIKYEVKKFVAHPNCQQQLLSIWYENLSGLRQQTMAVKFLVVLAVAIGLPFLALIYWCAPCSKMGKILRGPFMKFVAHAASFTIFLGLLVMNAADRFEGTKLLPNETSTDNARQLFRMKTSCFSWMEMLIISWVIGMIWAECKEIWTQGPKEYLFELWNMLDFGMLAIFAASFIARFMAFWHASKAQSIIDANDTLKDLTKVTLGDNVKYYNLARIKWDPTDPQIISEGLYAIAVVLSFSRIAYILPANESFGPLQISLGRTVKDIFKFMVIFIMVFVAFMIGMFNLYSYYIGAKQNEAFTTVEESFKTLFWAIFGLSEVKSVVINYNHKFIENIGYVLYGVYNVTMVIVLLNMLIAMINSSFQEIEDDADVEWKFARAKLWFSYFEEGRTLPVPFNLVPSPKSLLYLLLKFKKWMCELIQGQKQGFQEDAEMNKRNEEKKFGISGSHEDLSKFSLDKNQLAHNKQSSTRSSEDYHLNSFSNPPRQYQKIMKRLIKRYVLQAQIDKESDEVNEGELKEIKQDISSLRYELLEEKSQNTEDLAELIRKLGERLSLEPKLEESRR
RGS4 pot: potentiators or activators of RGS4. B-score at 10 µM. actives 0.92% (n = 310,000). HEK293 M3R/inducible RGS4, carbachol calcium flux Fluo4; hits give low values. AID 463111;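 active means B-score of the integrated calcium signal more than 4 SD below the library mean, with starting fluorescence not abnormally high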;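 further: negative B-score means reduced calcium response which marks RGS4 activation or potentiation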
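System: HEK293 FlpIn-TREx cells, stable M3R, doxycycline-inducible RGS4. Timing: overnight RGS4 induction, 30 min dye load 37 °C, 20 min compound RT. Also added: carbachol, ECmax concentration. Measured by: Fluo4 fluorescence kinetic imaging of calcium. Evaluation: integrated calcium ratio converted to B score.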
RGS4 block: human RGS4 inhibition. P49798. HEK293 M3R/RGS4 inducible, Fluo-4 calcium flux; hits give high values; triggered by carbachol at its EC20. B-score at 10 µM. actives 0.45% (n = 310,000). AID 463165;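 active means B-score, a plate-corrected calcium signal, over three deviations above library mean, with baseline fluorescence within five deviations of library mean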;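 further: RGS4 expression induced by doxycycline in cells with stable M3 receptor; B-score is computed from the integrated fluorescence ratio over baseline after carbachol; higher B-score means a larger calcium signal and so more RGS4 inhibition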
HDAC3 inh: human HDAC3 inhibition. actives 0.15% (n = 320,000). O15379. inhibition, % at 8.3 µM. AID 2718. recombinant HDAC3, fluorogenic peptide/trypsin coupled, fluorescence; in the data active means inhibition above about 26%, passing the limit was not always enough; inconclusive means no clear call, values can overlap the other calls
TMEM16A act: activates or potentiates the mouse TMEM16A chloride channel; Q8BHY3; HEK293 TMEM16A/YFP-H148Q/I152L, iodide quench fluorescence; hits give low values; B-score at 10 µM; actives 0.3% (n = 340,000);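 active means fluorescence-ratio B-score plate-corrected deviation score at least 3 library SD below zero, with starting fluorescence score within 5 deviations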;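 further: channel opened by trigger with iodide after compound preincubation; score built on the fluorescence ratio of max minus min over baseline; more negative score means more quench and so TMEM16A activation or potentiation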
SKKanGAS inh: inhibitors of SKKanGAS S. pyogenes growth in kanamycin (SK-promoter or general growth effect); BacTiter-Glo, 6 h; inhibition, % at 7.5 µM; actives 1.3% (n = 300,000);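 active means mean replicate score, as percent of positive control median, at least 50; inconclusive means mean below 50 but one replicate at or above 50; inactive means mean and every replicate below 50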;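 further: strain carries kanamycin resistance gene driven by streptokinase promoter and grows in 40 µg/ml kanamycin; loss of luminescence reflects streptokinase promoter inhibition or plain growth inhibition; 0% = median of DMSO wells and 100% = positive control at its reference dose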
MrgX1 antag: human MrgX1 receptor antagonism, primary screen; Q96LB2; B-score at 10 µM; actives 1.3% (n = 310,000); MRGX1-HEK293 calcium flux, Fluo-4, BAM8-22 antagonism; hits give low values; AID 588676;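 active means calcium-response B-score plate-corrected more than 3 library SD below zero, starting fluorescence within 5 deviations, no agonist response on first addition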;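 further: peak minus trough fluorescence over baseline after final BAM8-22 challenge near maximal dose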
MrgX1 ag: activates human MrgX1 receptor signaling; Q96LB2; MrgX1-HEK293 cells, Fluo-4 calcium fluorescence, agonist mode; hits give high values; B-score at 10 µM; actives 0.44% (n = 310,000);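 active means calcium response B-score plate-corrected fluorescence ratio at least 3 library SD, with starting fluorescence B-score inside 5 SD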
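Material: MrgX1-expressing HEK293 cells; input: 15,000 cells per well; doses: test compound given as first of three sequential additions; schedule: overnight plating before 1 h dye loading; technique: Fluo-4 NW calcium-flux fluorescence, kinetic read; evaluation: baseline-normalised fluorescence change ratio, B-scored; control set: plate-wise positive and negative controls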
MrgX1 PAM: human MrgX1 positive allosteric modulation, primary screen; Q96LB2; MrgX1-HEK293, Fluo-4 calcium flux, FDSS; hits give high values; B-score at 10 µM; actives 0.63% (n = 310,000); AID 588675;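 active means plate-corrected calcium response at least 3 library SD above typical, normal starting fluorescence, not activating the receptor alone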;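 further: compound read alongside a low EC10 to EC30 dose of BAM8-22 agonist; peak minus trough fluorescence over baseline measured at the second addition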
TRPC6 inh: inhibitors of mouse TRPC6 channel. Q61143. actives 1.1% (n = 310,000). B-score at 10 µM. HEK293-TRPC6, membrane potential dye, ACh-evoked depolarization; hits give low values;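 active means B-score under library mean minus 3 SD, initial fluorescence not abnormally high, positive integrated signal ratio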;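 further: B-score derived from integrated fluorescence ratio over the kinetic read; more negative B-score means stronger inhibition of depolarization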
TMEM16A inh: blocks the mouse calcium-activated chloride channel TMEM16A | actives 1.2% (n = 310,000) | AID 588511 | HEK293 TMEM16A/YFP iodide influx fluorescence, ionomycin | normalized B-score (activity score, 25-100; higher = stronger inhibition) at 10 µM;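 active means ratio plate-corrected score three or more library SD toward inhibition, starting fluorescence score within five deviations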;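 further: score derived from kinetic fluorescence span divided by baseline fluorescence per well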
Active calls of the source: *; i = inactive; ? = inconclusive; · = no result given. Outcome played no part in choosing rows; 6.7% or so of the library scored in one or more.

SMILES | TRPC6 activator | RGS4 pot | RGS4 block | HDAC3 inh | TMEM16A act | SKKanGAS inh | MrgX1 antag | MrgX1 ag | MrgX1 PAM | TRPC6 inh | TMEM16A inh
CC1(C)CC(=O)C(C=Nc2ccccc2)=C(O)C1 | i | i | i | 7 | i | -2 | i | i | i | i | i
COc1ccc(N2CCN(c3c(S(=O)(=O)c4ccccc4)cnc4ccc(OC)cc34)CC2)cc1 | i | i | i | 5 | i | 12 | i | i | i | i | i
COc1ccc(NS(=O)(=O)c2cc(NC(=O)c3ccc(F)cc3)ccc2OC)cc1 | i | i | i | 1 | i | -2 | i | i | i | i | i
COc1ccc(-n2nc(C(=O)NCC(=O)NCCCN3CCOCC3)c3ccccc3c2=O)cc1OC | i | i | i | 5 | i | -11 | i | i | i | i | i
Cc1ccc(NS(=O)(=O)c2ccccc2)c2c1CC(C)(C)O2 | i | i | i | -8 | i | 5 | i | i | i | i | i
O=C(COC(=O)c1ccco1)NCc1ccccc1Cl | i | i | i | 2 | i | -2 | i | i | i | i | i
O=C(CCCN=C1NS(=O)(=O)c2ccccc21)OCc1ccc(F)cc1 | i | i | i | 1 | i | -6 | i | i | i | i | i
COc1ccc(Nc2nc(N)nc(CN3CCN(c4ccccn4)CC3)n2)cc1 | i | i | i | 1 | i | -2 | i | i | i | i | i
CC1(C)CC(=O)C=C(c2ccc3[nH]ccc3c2)C1 | i | i | i | ? | i | 0 | i | i | i | i | i
COc1cccc(CNC(=O)C2CCN(S(=O)(=O)N3CCC(C)CC3)CC2)c1 | i | i | i | 6 | i | -11 | i | i | i | i | i
CCn1c(SCC(=O)n2nc(C)cc2C)nnc1-c1ccc2c(c1)OCO2 | i | i | i | -1 | i | 2 | i | i | i | i | i
O=C(CSc1nncc2ccccc12)Nc1ccc(F)cc1 | i | i | i | 6 | i | -4 | i | i | i | i | i
Cc1cc(Br)ccc1NC(=O)c1sc2ncn(CC(=O)N3CCN(c4ccccn4)CC3)c(=O)c2c1C | i | i | i | 6 | i | -5 | i | i | i | i | i
Cc1cccc(-n2c(N)cc(=O)nc2SCC(=O)Nc2cc(C)on2)c1 | i | i | i | -2 | i | 4 | i | i | i | i | i
Cc1ccc(-n2ncc3c2CC(C)(C)CC3NC(=O)CCCN2CCCC2=O)cc1 (stereo not drawn) | i | i | i | 10 | i | 1 | i | i | i | i | i
O=[N+]([O-])c1cc(S(=O)(=O)N2CCCC2)ccc1NCCCN1CCOCC1 | i | i | i | 1 | i | 5 | i | i | i | i | i
O=[N+]([O-])c1cccc2ccc(/C=C/c3cccc(Br)c3)nc12 | i | i | i | -2 | i | -7 | i | i | i | i | i
COC(=O)c1sccc1NC(=O)c1ccccc1 | i | i | i | 0 | i | -9 | i | i | i | i | i
CC1CCN(S(=O)(=O)c2cccc(S(=O)(=O)N3CCCC3)c2)CC1 | i | i | i | -2 | i | 1 | i | i | i | i | i
COC(=O)c1ccc(S(=O)(=O)NCc2cccc(OC)c2)n1C | i | i | i | 1 | i | 2 | i | i | i | i | i
O=C(OCn1nnc2ccccc2c1=O)c1cccnc1Cl | i | i | i | 6 | i | 5 | i | i | i | i | 100*
CCCCN1CCCCC1C(=O)Nc1c(C)cc(C)cc1C (stereo not drawn) | i | i | i | 2 | i | 0 | i | i | i | i | i
COc1ccc(C(=O)N2CCN(c3ncccn3)CC2)cc1 | i | i | i | -2 | i | -1 | i | i | i | i | i
O=C1CN(c2ccc(Cl)cc2)C(=O)CN1NC(=S)Nc1ccc(Cl)cc1 | i | i | i | 2 | i | -4 | i | i | i | i | i
CCC(=O)N(Cc1cc2ccc(C)cc2[nH]c1=O)c1ccccc1OC | i | i | i | 0 | i | -1 | i | i | i | i | i
CCN(CC)c1ccc(/C=N/Nc2cccc(C)c2)c(O)c1 | i | i | i | 9 | i | 9 | i | i | i | i | i
CC1(C)CC(=O)C(CC2=C(O)CC(C)(C)CC2=O)C(=O)C1 | i | i | i | -3 | i | 1 | i | i | i | i | i
COc1ccccc1OCCCn1cc(C#N)c2ccccc21 | i | i | i | 14 | i | 28 | i | i | i | i | i
O=C(NCc1ccccc1)c1onc(CSc2ccc(F)cc2)c1C(=O)NCc1ccccc1 | i | i | i | 6 | i | 22 | i | i | i | i | i
CCOC(=O)CNC(=S)NN(C)C | i | i | i | -1 | i | -3 | i | i | i | i | i
C=COC(=O)CSc1nc(-c2cccs2)ccc1C#N | · | · | · | 0 | i | · | i | i | i | · | i
CC1Cc2ccccc2N1C(=O)C1CCN(S(=O)(=O)c2cccs2)CC1 (stereo not drawn) | i | i | i | 4 | i | 14 | i | i | i | i | i
COc1ccc(-c2cc(C(=O)N/N=C(\C)c3ccco3)c3ccccc3n2)c(OC)c1 | i | i | i | -4 | i | 54* | i | i | i | i | i
CCSc1nc2cc(OC)c(OC)cc2c(=O)n1CC | i | i | i | -3 | i | -4 | -4.8* | i | i | i | i
CCCCCCOc1ccc(N2C(=O)CC(SCCN)C2=O)cc1 (stereo not drawn) | i | i | i | -2 | i | -1 | i | i | i | i | i
CC(C)(CC(=O)O)CC(=O)NCc1c(Cl)cccc1Oc1ccccc1 | i | i | i | -1 | i | -1 | i | i | i | i | i
Cc1ccnc(NC(=O)CCc2c[nH]c3ccccc23)c1 | i | i | i | 5 | i | 1 | i | i | i | i | i
Cc1cc(C)c(CN2CCCC(CNC(=O)c3ccc(F)cc3)C2)c(-n2cccn2)c1 (stereo not drawn) | i | i | i | 2 | i | -2 | i | i | i | i | i
CC(NC(=O)NCc1cccnc1)(C(F)(F)F)C(F)(F)F | i | i | i | 10 | i | 10 | i | i | i | i | i
CCOc1ccccc1OCCn1nc2ccccc2n1 | i | i | i | 4 | i | 6 | i | i | i | i | i
COC(=O)COc1ccc(C2NC(=O)NC(C)=C2C(=O)NCc2ccccc2)cc1OC (stereo not drawn) | i | i | i | -2 | i | -9 | i | i | i | i | i
O=C(c1ccc2nc[nH]c2c1)N1CCN(S(=O)(=O)c2cccc(F)c2)CC1 | i | i | i | -1 | i | 0 | i | i | i | i | i
CC12CCC(=O)N1C(C(=O)Nc1nc3ccc(Cl)cc3s1)CS2 (stereo not drawn) | i | i | i | 13 | i | -5 | i | i | 16* | i | i
CCN(c1ccccc1)S(=O)(=O)c1cc(OC)ccc1OC | i | i | i | 4 | i | -4 | i | i | i | i | i
O=C(O)c1cccc(S(=O)(=O)N2CCOCC2)c1 | i | i | i | 7 | i | 4 | i | i | i | i | i

Reformatted as labelled records: part of the list above
Structure: Cc1ccnc(NC(=O)CCc2c[nH]c3ccccc23)c1
  TRPC6 activator: i; RGS4 pot: i; RGS4 block: i; HDAC3 inh: 5; TMEM16A act: i; SKKanGAS inh: 1; MrgX1 antag: i; MrgX1 ag: i; MrgX1 PAM: i; TRPC6 inh: i; TMEM16A inh: i
Structure: Cc1cc(C)c(CN2CCCC(CNC(=O)c3ccc(F)cc3)C2)c(-n2cccn2)c1 (stereo not drawn)
  TRPC6 activator: i; RGS4 pot: i; RGS4 block: i; HDAC3 inh: 2; TMEM16A act: i; SKKanGAS inh: -2; MrgX1 antag: i; MrgX1 ag: i; MrgX1 PAM: i; TRPC6 inh: i; TMEM16A inh: i

4 entries picked at random from the list so far, as already listed:
SMILES | TRPC6 activator | RGS4 pot | RGS4 block | HDAC3 inh | TMEM16A act | SKKanGAS inh | MrgX1 antag | MrgX1 ag | MrgX1 PAM | TRPC6 inh | TMEM16A inh
Cc1ccnc(NC(=O)CCc2c[nH]c3ccccc23)c1 | i | i | i | 5 | i | 1 | i | i | i | i | i
CC12CCC(=O)N1C(C(=O)Nc1nc3ccc(Cl)cc3s1)CS2 (stereo not drawn) | i | i | i | 13 | i | -5 | i | i | 16* | i | i
CCCCCCOc1ccc(N2C(=O)CC(SCCN)C2=O)cc1 (stereo not drawn) | i | i | i | -2 | i | -1 | i | i | i | i | i
COc1ccc(-c2cc(C(=O)N/N=C(\C)c3ccco3)c3ccccc3n2)c(OC)c1 | i | i | i | -4 | i | 54* | i | i | i | i | i

Following part:
SMILES | TRPC6 activator | RGS4 pot | RGS4 block | HDAC3 inh | TMEM16A act | SKKanGAS inh | MrgX1 antag | MrgX1 ag | MrgX1 PAM | TRPC6 inh | TMEM16A inh
O=C(Cn1ncc2c3ccccc3n(Cc3ccccc3F)c2c1=O)NCC1CCCO1 (stereo not drawn) | i | i | i | -13 | i | 15 | i | i | i | i | i
O=C(CSc1ccc2nnc(-c3ccccc3)n2n1)N1CCCc2ccccc21 | i | i | i | -6 | i | -5 | i | i | i | i | i
COC(=O)CN1C(=O)C(O)(CC(=O)c2ccc(Cl)cc2)c2ccccc21 (stereo not drawn) | · | · | · | 6 | i | · | i | i | i | · | i
CCc1ccc(N/C(SCc2cccc(F)c2)=C(/C#N)C(=O)NCc2ccco2)cc1 | i | i | i | 11 | i | 6 | i | i | i | i | i
COCCCn1c(=S)[nH]c2ncccc2c1=O | i | i | i | -1 | i | 3 | i | i | i | i | i
CC(C)c1nc(-c2ccccc2)c(-c2ccccc2)[nH]1 | i | i | i | -9 | i | -2 | i | i | i | i | i
COc1ccc(/C=N/Nc2nc(Nc3ccccc3)nc(N3CCCC3)n2)cc1[N+](=O)[O-] | i | i | i | -9 | i | 26 | i | i | i | i | i
Cc1ccc(-n2c(SCC(=O)NNC(=S)Nc3ccccc3)nc3ccccc3c2=O)cc1 | i | i | i | -7 | i | 5 | i | i | 7.4* | i | i
CCSc1ccccc1C(=O)NCc1cccnc1 | i | i | i | -1 | i | 18 | i | i | i | i | i
O=C(CCN1C(=O)c2ccccc2C1=O)C1=NN[C@@H]2C(=O)N(c3ccc4c(c3)OCO4)C(=O)[C@H]12 | i | i | i | 5 | i | 34 | i | i | i | i | i
Cc1ccc(Sc2cc(C(=O)c3ccccc3C(=O)O)ccc2[N+](=O)[O-])cc1 | i | i | i | -9 | i | 0 | i | i | i | i | i

From PubChem BioAssay
